AMPAR-TARP mod: modulators of GluA2-stargazin AMPA receptor complexes, primary screen, cell-based, membrane potential dye | Voltage-dependent calcium channel gamma-2 subunit (Mus musculus) + Glutamate receptor 2 … | HEK293 GluA2+stargazin, membrane potential dye (FDSS), glutamate EC50; hits were called plate by plate, in both directions | 40,000 compounds, 3.5% hits | calls only at 30 µM;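 active = any of four per-well response measures lying three or more SD from its plate-wide compound average, in either direction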
AMPAR-TARP mod agonism max-min: also measured in AMPAR-TARP mod; calls as there; compound max-min signal; compound-alone response (agonism);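 unitless range of fluorescence divided by baseline over first 100 seconds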
AMPAR-TARP mod glutamate slope: recorded beside AMPAR-TARP mod, whose call it bears; glutamate slope, % of max; measured here: glutamate response slope, % max;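 scaled per plate between vehicle wells and maximal 1 mM glutamate control wells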
* = called active by the depositor; i = inactive; + = active, no number; & = joins results of further samples. Some of the compounds tested, so the mix of outcomes need not match the whole.

SMILES	AMPAR-TARP mod	AMPAR-TARP mod agonism max-min	AMPAR-TARP mod glutamate slope
O=C(c1ccccc1C(F)(F)F)N1CCN(C(=O)C2CC2c2cccs2)CC1 (configuration not stated)	i	0.11	60
O=C(Nc1ccc2c(c1)CN(C(=O)c1ccco1)CC2)C1CCCC1	i	0.039	61
O=C(Nc1ccccc1)c1ccc(S(=O)(=O)N2CCCc3ccccc32)cc1	i	0.15	66
COc1cn(CC(=O)Nc2ccc(C)c(Cl)c2)c(CSc2nccn2C)cc1=O	i	0.046	59
CC(C)S(=O)(=O)c1cccc(C(=O)Nc2ccc(-c3nc4ccccc4o3)cc2)c1	i	0.062	56
COc1ccccc1CNC(=S)NCCc1ccccc1	i	0.11	-3
CC(=O)N1CCN(S(=O)(=O)c2ccc(C(=O)Nc3cccc(C)c3)cc2)CC1	i	0.1	66
CCOC(=O)c1ccc(NC(=O)c2cc(S(=O)(=O)N3CCCCCC3)ccc2O)cc1	i	0.11	63
Cc1ccc2c(=O)cc(-c3ccc(F)cc3)oc2c1	i	0.1	67
COc1ccc(-c2ccc(N3CCN(C(=O)CCSc4ccccc4)CC3)nn2)cc1	i	0.091	64
CC(=O)Nc1cccc(NC(=O)CSc2nc(=O)n(N3CCN(C)CC3)c3c2CCC3)c1	i	0.12	50
CC(C)c1cc(=O)n(CC(=O)NCc2ccccc2OC(F)(F)F)cn1	i	0.08	54
COc1cccc(COC(=O)c2nnn(-c3ccc(Cl)cc3)c2C)c1	i	0.099	55
Cc1nnc2ccc(N3CCN(S(=O)(=O)c4ccc(Cl)c(Cl)c4)CC3)nn12	i	0.091	43
O=C(NCc1nc2ccccc2[nH]1)c1ccc2c(c1)ncn2-c1ccccc1	i	0.1	71
O=C(NCCOc1ccc2nnc(-c3cccc(F)c3)n2n1)c1cccc(C(F)(F)F)c1	i	0.066	55
COc1ccc(C(=O)NCCn2nc(C(F)(F)F)n(C)c2=O)cc1OC	i	0.097	60
COc1ccc(S(=O)(=O)N2CCN=C2SCc2ccccc2Cl)cc1	i	0.076	79
CCOc1ccc(C(=O)NCC2CCN(S(C)(=O)=O)CC2)cc1	i	0.078	45
COCCOC(=O)c1c(C)oc2ccc(OCc3ccc(C(=O)OC)o3)cc12	i	0.088	70
COc1ccccc1OCC(=O)N1CCC(c2cccs2)CC1	i	0.12	47
O=C(NCc1ccc(F)cc1)N1CCN(CC(F)(F)F)CC1	i	0.078	53
COc1ccc(CC(=O)Nc2ccc(CC(=O)NCc3cccs3)cc2)cc1	i	0.085	46
CCOC(=O)c1[nH]c2ccccc2c1NC(=O)C1CCCC1	i	0.028	60
CC1CCCCN1CC(O)COc1ccc2ccccc2c1 (configuration not stated)	i	0.053&0.058	59&57

Complete entries, quoted from the list.
`CC(C)S(=O)(=O)c1cccc(C(=O)Nc2ccc(-c3nc4ccccc4o3)cc2)c1` reads AMPAR-TARP mod: i; AMPAR-TARP mod agonism max-min: 0.062; AMPAR-TARP mod glutamate slope: 56
`O=C(NCCOc1ccc2nnc(-c3cccc(F)c3)n2n1)c1cccc(C(F)(F)F)c1` reads AMPAR-TARP mod: i; AMPAR-TARP mod agonism max-min: 0.066; AMPAR-TARP mod glutamate slope: 55

Next entries follow.
SMILES	AMPAR-TARP mod	AMPAR-TARP mod agonism max-min	AMPAR-TARP mod glutamate slope
CC(=O)NCCc1nc2ccccc2n1Cc1ccc2ccccc2c1	i	0.064	85
COc1cccc(C(=O)NC2CC(=O)N(c3ccccc3)C2)c1OC (configuration not stated)	i	0.096	76
COc1ccc2c(c1)CCN(C(=O)Cc1c(C)[nH]c(=O)[nH]c1=O)C2	i	0.14	51
COc1ccc(NC(=O)c2ccc(=O)n(CC(=O)Nc3cc(C(F)(F)F)ccc3Cl)n2)cc1	i	0.033	40
CCCC(O)c1nc2ccccc2n1CCOc1ccccc1Cl (configuration not stated)	i	0.11	65
Cc1ccccc1OCC(O)Cn1c(N2CCC(C)CC2)nc2c1c(=O)n(C)c(=O)n2C (configuration not stated)	i	0.11	51
C=CCNC(=S)Nc1cccc(NC(=O)CC(NCCCCC)C(=O)O)c1 (configuration not stated)	i	0.073	76
Cc1cccc(Oc2cc(N3CCC(C(=O)NCc4cccc(Br)c4)CC3)ncn2)c1C	i	0.096	66
O=S(=O)(NCCN1CCC(c2cccs2)CC1)C1CC1	i	0.092	43
COc1ccc(NC(=O)c2ccc(CNS(=O)(=O)c3cccc(Cl)c3)cc2)cc1	i	0.088	49
CC(C)S(=O)(=O)c1cccc(C(=O)Nc2sccc2C#N)c1	i	0.049	47
O=C(Nc1ccc(-c2cn3ccsc3n2)cc1)NC1CCCCC1	+	0.16*	55*
O=C(CSc1ccc(NC(=O)c2cccs2)nn1)Nc1ccccc1C(F)(F)F	i	0.11	45
COc1cccc(N2CCN(C(=O)C3CN(c4nc5ccc(OC)cc5s4)C3)CC2)c1	i	0.093	61
Cc1c(C)n2c3c(=O)n(CC(N)=O)c(=O)n(C)c3nc2n1-c1ccc(Br)cc1	i	0.13	71
Cc1ccc(C)c(-c2csc(NC(=O)CCCS(=O)(=O)c3ccc(F)cc3)n2)c1	i	0.088	61
CCCCS(=O)(=O)NCCNc1cc(-n2cccn2)ncn1	+	0.055*	47*
Cn1c(=O)[nH]c(=O)c2c1nc(N1CCOCC1)n2CC(=O)O	i	0.052	37
O=C(NCC1CCN(C(=O)Oc2ccccc2)CC1)C(=O)Nc1ccon1	i	0.097	59
CCOc1ccccc1C(=O)Nc1cc(C(=O)N2CCCCCC2)cn(C)c1=O	i	0.075	58
COc1cn(CC(=O)Nc2cccc([N+](=O)[O-])c2)c(CSc2ccccc2)cc1=O	i	0.087	44
Clc1ccc(-c2nc(Nc3ccc(I)cc3)c3ccccc3n2)cc1	i	0.1	14
COc1ccc(C2(CNC(=O)c3ccccc3)CCCC2)cc1	i	0.028	48
COC(=O)Cn1c(=O)c2c(nc(-n3nc(C)c(C)c3C)n2C)n(C)c1=O	i	0.067	49
Cc1ccccc1Cn1c(=O)c2c(nc3n(C(C)c4ccccc4)c(C)cn23)n(C)c1=O (configuration not stated)	i	0.11	50

Additional structures
SMILES	AMPAR-TARP mod	AMPAR-TARP mod agonism max-min	AMPAR-TARP mod glutamate slope
O=C(Nc1ccc2scnc2c1)c1ccc(Cl)cc1Cl	i	0.069	63
COc1ccc(S(=O)(=O)NCc2nnnn2-c2ccc(Cl)cc2)cc1	i	0.091	60
CC1(C)Cc2cccc(OCC(=O)NCC3CCN(C(=O)Oc4ccccc4)CC3)c2O1	i	0.053	52
Cc1ccc(S(=O)(=O)c2c(N)n(Cc3ccco3)c3nc4ccccc4nc23)cc1	i	0.12	69
CCC(C(=O)N1CCN(c2ccc(-c3ccc4c(c3)OCO4)nn2)CC1)c1ccccc1 (configuration not stated)	i	0.11	66
CCOC(=O)c1ccc(NC(=O)C(CC(C)C)N2C(=O)C3C4C=CC(C4)C3C2=O)cc1 (configuration not stated)	i	0.072	57
O=C(CCc1csc(NC(=O)c2ccc(F)cc2)n1)NCc1ccccc1Cl	i	0.14	49
COc1ccc(NC(=O)Cn2cnc3c(sc4nc(C)cc(C)c43)c2=O)cc1OC	i	0.15	53
CCc1ccc2nc(N(CC3CCCO3)C(=O)C3CCCCN3S(C)(=O)=O)sc2c1 (configuration not stated)	i	0.11	62
COc1ccc(S(=O)(=O)CCCC(=O)Nc2nnc(-c3ccc(Br)s3)o2)cc1	i	0.11	43
COc1cc(C)c(S(=O)(=O)N2CCC3(CC2)C(=O)N(C)C(=O)N3C)cc1C	i	0.088	57
O=C(Nc1cccc(N2CCCC2=O)c1)c1ccccc1Br	i	0.098	63
Cc1ccccc1Cn1c(-n2nc(C)c(C)c2C)nc2c1c(=O)n(CC(N)=O)c(=O)n2C	i	0.093	56
CCOc1cccc2sc(N(CCN3CCOCC3)C(=O)c3ccco3)nc12	i	0.091	49
Cc1cc(C)c(NC(=O)c2ccc(N3CCCCS3(=O)=O)cc2)c(C)c1	i	0.09	54
O=c1c2c3c(sc2ncn1/N=C/c1cccnc1)CCC3	+	0.2*	54*
COc1ccc(OC)c(NC(=O)NCCNc2nc(C)cc(N3CCCCC3)n2)c1	i	0.14	68
O=C1CC(C(=O)N(CC2CCCO2)c2nc3c(F)cccc3s2)CN1c1ccccc1 (configuration not stated)	i	0.053	70
CCc1cc2c(=O)c(-c3ccc4c(c3)OCCO4)c(C)oc2cc1OC(=O)N1CCOCC1	i	0.034	57
COC(=O)Cn1c(=O)c2c(nc3n(-c4cc(C)ccc4OC)c(C)cn23)n(C)c1=O	i	0.059	58
Cc1cc(C(=O)NCC(c2cccs2)N(C)C)no1 (configuration not stated)	i	0.12	50
OC(COc1ccc(F)cc1)Cn1cnc(-c2ccccc2)c1 (configuration not stated)	i	0.096	17
COc1ccc(OC)c(NC(=O)Cn2cc(OC)c(=O)cc2CSc2nc(C)cs2)c1	i	0.034	56
Cc1cccc(NC(=O)N2CCN(c3ccc4nncn4n3)CC2)c1C	i	0.073	42
Cc1cc(C)nc(SCC(=O)N2CCOCC2)n1	i	0.053	52

Reformatted: results already given.
canonical_smiles | AMPAR-TARP mod | AMPAR-TARP mod agonism max-min | AMPAR-TARP mod glutamate slope
COc1ccc(OC)c(NC(=O)NCCNc2nc(C)cc(N3CCCCC3)n2)c1 | i | 0.14 | 68
COCCOC(=O)c1c(C)oc2ccc(OCc3ccc(C(=O)OC)o3)cc12 | i | 0.088 | 70
O=C(NCCOc1ccc2nnc(-c3cccc(F)c3)n2n1)c1cccc(C(F)(F)F)c1 | i | 0.066 | 55
COC(=O)Cn1c(=O)c2c(nc(-n3nc(C)c(C)c3C)n2C)n(C)c1=O | i | 0.067 | 49
CCOC(=O)c1[nH]c2ccccc2c1NC(=O)C1CCCC1 | i | 0.028 | 60
CCOc1cccc2sc(N(CCN3CCOCC3)C(=O)c3ccco3)nc12 | i | 0.091 | 49
O=C(CCc1csc(NC(=O)c2ccc(F)cc2)n1)NCc1ccccc1Cl | i | 0.14 | 49

Following part
SMILES	AMPAR-TARP mod	AMPAR-TARP mod agonism max-min	AMPAR-TARP mod glutamate slope
Cc1ccc(Nc2ccc(NC(=O)c3ccc(S(=O)(=O)N(C)C)cc3)cc2)nn1	i	0.14	51
O=C(c1cccc(Cl)c1)N1CCN(c2ccc(-c3cccnc3)nn2)CC1	i	0.096	29
COc1cn(CC(=O)NC(C)(C)C)c(CSc2ccccc2)cc1=O	i	0.086	44
O=C(CSc1ccc(-c2ccc([N+](=O)[O-])cc2)nn1)N1CCCCC1	i	0.058	44
O=C(Nc1ccc(OC(F)(F)F)cc1)c1ccc(=O)n(Cc2cccc(F)c2)n1	i	0.069	54
Cc1ccc(-n2nnc3c(=O)n(CC(=O)N4CCc5ccccc54)cnc32)cc1C	i	0.11	65
COc1cccc2cc(-c3cn(-c4ccc(C)cc4)c(=S)[nH]3)c(=O)oc12	i	0.19	55
CCC1CCc2c(sc(NC(=O)c3cc4ccccc4oc3=O)c2C(=O)OC)C1 (configuration not stated)	i	0.071	5
Cc1cc([N+](=O)[O-])ccc1NC(=O)C(=O)NCc1cccs1	i	0.13	63
CN(C)S(=O)(=O)c1ccc(C(=O)NCCOc2ccc(-c3ccco3)nn2)cc1	i	0.086	51
CC(C)(C)n1ncc2c(=O)n(NC(=O)c3ccc(C(F)(F)F)cc3)cnc21	i	0.031	50
Cc1ccc(CC(=O)Nc2nnc(-c3ccccc3Cl)o2)cc1	i	0.076	78
Cc1nn(C2CCS(=O)(=O)C2)c(C)c1CC(=O)N1CCN(S(C)(=O)=O)CC1 (configuration not stated)	i	0.12	58
CCCC(=O)NCCNc1ccc(Nc2ccncc2)nn1	i	0.25	49
O=C(CCCS(=O)(=O)c1ccccc1)N1CCN(c2ccccc2)CC1	i	0.08	64
CC(C)(Oc1ccc(Cl)cc1)C(=O)N1CCC(Cn2cccn2)CC1	i	0.067	99
CCN(Cc1ccccc1)C(=O)C(=O)c1c[nH]c2ccccc12	+	0.23*	57*
COc1ccc(Cl)cc1NC(=O)Cn1nc(-c2ccco2)ccc1=O	i	0.11	61
CCN(CC)c1ccc(N2C(=O)/C(=C/c3ccc(OC)cc3OC)SC2=S)cc1	i	0.068	28
O=C(Nc1nc2c(s1)CCCC2)C1CN(C(=O)c2c[nH]c3ccccc23)C1	i	0.13	48
O=C(NCCCn1nc(-c2ccccc2)ccc1=O)C1c2ccccc2Oc2ccccc21	i	0.092	60
CCCC(=O)n1nc(-c2ccc(C)cc2)nc1N	i	0.028	56
CC(=O)c1sc(NC(=O)CCCS(=O)(=O)c2ccc(C)cc2)nc1-c1ccccc1	i	0.089	49
CCOc1ccccc1NC(=O)CN1CCN(c2nccn2-c2cccc(Cl)c2)CC1	i	0.067	46
Cn1nc(-c2ccc(F)cc2)cc1C(=O)NCc1n[nH]c(=O)c2ccccc12	i	0.15	60

Next section.
SMILES	AMPAR-TARP mod	AMPAR-TARP mod agonism max-min	AMPAR-TARP mod glutamate slope
CSc1ccccc1NC(=O)C(=O)NCC(O)(c1cccs1)C1CC1 (configuration not stated)	i	0.11	52
O=C(c1cc2ccccc2o1)N(Cc1ccccn1)Cc1ccco1	i	0.094	60
CCS(=O)(=O)c1ccc(CC(=O)Nc2sc3c(c2C(N)=O)CCN(C(C)=O)C3)cc1	i	0.059	40
O=S(=O)(NCC1CCN(c2ncccn2)CC1)C1CC1	i	0.073	51
CN(C)C(=O)Cc1ccc(NC(=O)c2ccccc2C(F)(F)F)cc1	i	0.047	35
O=C(c1cccs1)N1CCc2ccc(NS(=O)(=O)C3CCCCC3)cc21	i	0.06	48
CCC(C)NC(=O)Cn1cc(-c2nc(-c3ccc(Cl)cc3)no2)c(=O)c2ccc(C)nc21 (configuration not stated)	i	0.093	56
COc1cc(NC(=O)c2ccccc2C(F)(F)F)ccc1N1CCCC1=O	i	0.086	49
O=C(NCc1ccccc1Cl)C1CN(C(=O)c2c[nH]c3ccccc23)C1	i	0.12	53
CCCN1C(=O)NC2(CCN(S(C)(=O)=O)CC2)C1=O	i	0.069	42

From PubChem
